# From PubChem
# MEKK3 PB1 HTS – MEKK3-MEK5 PB1 interaction, increase or decrease. AID 1529. 290,000 tested, 1.4% active. binding response (% of control), % at 10 µM. bead-based flow cytometry, Alexa488-MEK5 binding to MEKK3; actives lie on both sides; 0 = blocked by unlabeled MEK5, 100 = vehicle;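 active = binding response more than 3 SD above or below the average of its plate-row segment, actives on both sides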;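 note: Alexa488 bead fluorescence after subtracting the streptavidin-only scavenger bead signal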
# Target sequence (Q99759 whole entry, looked up): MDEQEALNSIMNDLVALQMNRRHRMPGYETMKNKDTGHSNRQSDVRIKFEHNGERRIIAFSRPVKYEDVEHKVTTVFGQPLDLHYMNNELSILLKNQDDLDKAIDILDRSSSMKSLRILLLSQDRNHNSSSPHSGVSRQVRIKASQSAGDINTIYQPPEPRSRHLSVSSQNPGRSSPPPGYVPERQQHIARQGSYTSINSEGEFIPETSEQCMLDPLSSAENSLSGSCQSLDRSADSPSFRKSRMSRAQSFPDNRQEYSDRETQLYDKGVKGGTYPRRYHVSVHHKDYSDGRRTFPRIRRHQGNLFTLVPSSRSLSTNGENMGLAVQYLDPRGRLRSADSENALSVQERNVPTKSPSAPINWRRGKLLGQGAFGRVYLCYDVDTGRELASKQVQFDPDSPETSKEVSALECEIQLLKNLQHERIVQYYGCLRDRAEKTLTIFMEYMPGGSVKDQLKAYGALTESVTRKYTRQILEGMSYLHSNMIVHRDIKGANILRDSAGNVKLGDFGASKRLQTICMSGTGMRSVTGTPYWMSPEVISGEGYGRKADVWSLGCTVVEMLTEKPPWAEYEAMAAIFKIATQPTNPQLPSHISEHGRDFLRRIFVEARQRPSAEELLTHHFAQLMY
# MEKK2 mut-MEK5 – signal of MEK5 binding to mutant human MEKK2 PB1 domain | percent response, % at 10 µM | 290,000 tested, 0.35% active | bead flow cytometry, Alexa488-MEK5 binding to MEKK2 mutant; in the data active = percent response above about 24%, passing the limit was not always enough; note: inactives centre near 1; some results filed as inactive read as strong as hits; reference of the scale not given here
# DNA FID counter – counter-screen for HCV NS3 helicase inhibitors: DNA intercalator displacement | DNA fluorescent intercalator displacement, fluorescence | inhibition, % at 7.9 µM | 290,000 tested, 0.17% active | AID 1845; in the data active = inhibition above about 37%;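 note: 0% = vehicle and 100% = reference compound; higher means more ethidium bromide displaced from hairpin DNA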
# PHOSPHO1 block – blocks human PHOSPHO1 phosphatase activity. inhibition, % at 13.3 µM. Q8TCT1. recombinant PHOSPHO1, absorbance phosphatase assay. AID 1565. 290,000 tested, 1.1% active; in the data active = inhibition above about 60%
# NALP1 inh – NALP1 inhibition. S. cerevisiae NALP1/ASC/caspase-1 growth, X-gal OD620, 72 h. inhibition, % at 10 µM. 280,000 tested, 0.61% active; in the data active = inhibition mostly above about 24%, no sharp cut-off; inactive = mostly below about 32%; note: some compounds called inactive have numbers as strong as hits
# OXTR agonist – activates the human oxytocin receptor; P30559; CHO-OTR cells, Fluo-8 calcium fluorescence; normalized: DMSO 0%, oxytocin 100%; activation, % at 3 µM; 320,000 tested, 0.32% active;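 active = activation above the mean of all tested compounds plus 3 SD, cutoff set per screening run, cut at about 20% in these data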;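 note: peak over basal fluorescence ratio from a 100 s FLIPR kinetic read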
# GPR7 antag – human neuropeptides B/W receptor 1 antagonism; P48145; GPR7-expressing cells, fluorescence antagonist assay; inhibition, % at 4.4 µM; 290,000 tested, 1.1% active; in the data active = inhibition above about 16%, passing the limit was not always enough;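 note: cells stimulated with the agonist NPW; 0% = agonist with vehicle and 100% = vehicle without agonist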
# Target sequence (P48145 whole entry, looked up): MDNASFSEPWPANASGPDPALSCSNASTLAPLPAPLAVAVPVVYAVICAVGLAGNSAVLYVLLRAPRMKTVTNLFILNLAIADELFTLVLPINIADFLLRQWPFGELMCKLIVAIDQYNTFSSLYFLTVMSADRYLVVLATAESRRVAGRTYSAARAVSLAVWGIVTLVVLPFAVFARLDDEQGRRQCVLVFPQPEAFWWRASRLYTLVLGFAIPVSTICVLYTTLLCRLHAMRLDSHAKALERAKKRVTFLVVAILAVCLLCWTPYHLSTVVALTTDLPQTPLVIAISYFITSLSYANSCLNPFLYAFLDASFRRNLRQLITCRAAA
# M18AAP inhibitor – PfM18AAP enzyme inhibition. recombinant PfM18AAP, H-Glu-NHMec fluorogenic cleavage. inhibition, % at 7.35 µM. 290,000 tested, 1.2% active. AID 1822;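 active = inhibition above the campaign mean inhibition over all tested compounds plus 3 SD, cut at about 28% in these data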;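 note: 0% = plate median of test compound wells and 100% = 2 mM ZnCl2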
# MEKK2wt PB1 HTS – raises or lowers MEK5 binding to wildtype human MEKK2 PB1 domain; Q9Y2U5; bead flow cytometry, Alexa488-MEK5 binding to MEKK2 WT; actives lie on both sides; binding response (% of control), % at 10 µM; 290,000 tested, 1.1% active; AID 1531; in the data active = binding response below about 67% or above about 130%
# * = called active by the depositor; nt = no result given. Rows are unselected (roughly 6.2% active in at least one column).
SMILES,MEKK3 PB1 HTS,MEKK2 mut-MEK5,DNA FID counter,PHOSPHO1 block,NALP1 inh,OXTR agonist,GPR7 antag,M18AAP inhibitor,MEKK2wt PB1 HTS
O=[N+]([O-])c1cccc(/C=N/NC2CCS(=O)(=O)C2)c1 (stereo unspecified),87,-16,-3,-14,-3,0.4,-1,4,96
CCn1c(=O)cc(OCC(=O)NCC2CCCO2)c2ccccc21 (stereo unspecified),105,0,-3,5,8,0.5,-1,1,97
CCS(=O)(=O)N1CCN(S(=O)(=O)c2ccccc2[N+](=O)[O-])CC1,100,0,0,30,31,0.3,-9,-7,101
CN1CCN(C(=S)c2ccc(-c3cc(Cl)ccc3Cl)o2)CC1,111,11,-2,28,10,-2.0,2,-2,113
CCOc1ccc(NC(=O)c2cc(SC)ccc2Cl)cc1,110,8,-7,1,14,-1.5,2,-3,129
Cc1ccc(C)c2[nH]c(=O)c(CN(CC3CCCO3)C(=O)NC3CCCCC3)cc12 (stereo unspecified),101,0,-16,-25,7,-0.7,1,2,100
N#Cc1sc2nc3c(c(-c4ccco4)c2c1N)CCCC3,nt,nt,-4,81*,-1,-1.6,8,1,nt
Cc1c(C(C)(C)O)[nH]c2ccc(C#N)cc12,103,-1,-2,0,31,4.5,-7,5,96
CC(c1ccco1)N(C(=O)c1ccc(C(F)(F)F)cc1)c1ccccn1 (stereo unspecified),100,1,-11,40,13,-1.9,-15,7,101
CCOCCCNC(=O)c1ccc(C2SCC(=O)N2Cc2ccccc2)cc1 (stereo unspecified),105,4,-33,3,10,2.3,-5,1,107
Cc1ccc(NC(=O)c2ccco2)c(NC(=O)CN2C(=O)c3ccccc3C2=O)c1,103,4,-5,0,34,-1.9,-3,-7,102
NC(=O)c1cc2c3ccccc3ccn2c1-c1ccccc1,108,3,-4,27,4,-0.7,0,12,105
COc1c(Br)cc2c(C)c(C(=O)O)oc2c1Br,96,-1,-10,5,22,0.2,-9,1,99
Cc1cccc(N(C(=O)CNC(=O)c2cccs2)C(C(=O)NC2CCCC2)c2ccncc2)c1 (stereo unspecified),98,-4,-35,36,-7,1.3,-10,2,91
Cc1ccc(S(=O)(=O)N2CCCCC2)c2nsnc12,99,-1,-10,36,-6,-1.9,-13,2,95
CC(C)NC(=O)NNC(=O)c1cc(COc2cc(Cl)cc(Cl)c2)on1,101,0,-19,-17,nt,3.5,4,1,103
O=C(NNS(=O)(=O)c1ccc(Cl)cc1)NC1CCCCC1,102,6,0,20,-2,-1.2,-8,-110,101
C/C=C1\COC(C(=O)NCc2ccncc2)(C(F)(F)F)C=C1C=C1CCCCC1 (stereo unspecified),86,-1,nt,nt,nt,-2.0,nt,nt,98
Cc1noc(NS(=O)(=O)c2ccc(NC(=O)CSc3nc4ccccc4s3)cc2)c1C,99,-2,-24,51,8,-1.4,-23,-11,100
Cc1cc(C)cc(C(=O)NCc2ccc3c(c2)OCO3)c1,109,8,-4,29,23,0.1,-9,-16,108
COc1ccc(Cl)cc1NC(=O)C1CCCN(S(=O)(=O)c2cccc3nonc23)C1 (stereo unspecified),100,4,0,4,8,nt,-3,-9,97
CCC(=O)NC(c1ccccc1)c1c(OC(C)=O)ccc2ccccc12 (stereo unspecified),100,-7,-22,36,22,-1.6,-5,-2,95
CCCNC(=O)CN1C(=O)NC2(CCCc3cc(OC)ccc32)C1=O (stereo unspecified),104,5,-3,-6,0,-0.3,-5,3,105
CCCN1CCc2[nH]c(=S)[nH]c(=O)c2C1,102,12,-1,-12,15,0.4,-9,18,114
Cc1cccc(N2CCN(C(=O)COCc3cc(-c4ccc5c(c4)OCO5)on3)CC2)c1C,103,4,-42,13,1,0.6,14,1,100
CCCCCCC(C)n1[nH]c(=O)cc1N (stereo unspecified),91,-13,-23,4,-11,-0.3,-3,-5,93
COc1cc2c(cc1OC)C(c1cccc([N+](=O)[O-])c1)N(C(=O)CCC(=O)O)CC2 (stereo unspecified),113,12,-29,14,-3,0.1,-7,1,109
NC(=O)CSc1nnc(COc2ccccc2)n1N,87,-21,-4,30,nt,-0.3,-6,-4,84
C/C(=N\NC(=O)c1c([N+](=O)[O-])c(C)nn1C)c1ccc(NC(=O)c2ccc(C)o2)cc1,104,7,-27,-31,18,-0.2,-21,0,110
Cc1ccc(NCC(=O)N/N=C\C(Br)=C\c2ccccc2)cc1,99,-1,-5,20,2,0.2,-9,2,97
O=C(NCCc1ccc(Cl)cc1)C1(c2ccccc2)CC1,101,10,-29,10,2,-1.3,2,0,99
COC(=O)c1cc(C(=O)OCC(=O)N2c3ccccc3NC(=O)C2(C)C)cc([N+](=O)[O-])c1,106,0,-17,-24,24,0.5,-5,-7,99
CCCn1c(N)c(N(CCOC)C(=O)c2cccc(F)c2)c(=O)[nH]c1=O,102,-2,-4,28,-107,0.4,-15,-1,99
COc1ccc(/C=N/NC(=O)c2ccco2)cc1Cn1nc(C)cc1C,95,3,-17,-5,15,0.1,-4,-6,102
COc1ccc(Br)c(C(=O)Nc2cccc(Cl)c2Cl)c1,100,-2,-4,-9,nt,-2.2,0,-4,95
CCn1cc(CNCc2c(C(=O)N3CCCCC3)nc3c(C)cccn23)cn1,109,-4,-9,22,7,1.2,-12,5,102
Cc1ccc(S(=O)(=O)N2CCCN(C)CC2)cc1,107,7,-6,24,12,-0.8,1,-3,110
CCOC(=O)C(CC)Sc1cc(C)nc2ccc(OC)cc12 (stereo unspecified),102,-5,-19,48,23,-0.4,7,0,96
CC/C(=N\NC(=O)c1csc(C)c1C)c1cccs1,110,15,-10,29,-3,1.1,-16,-6,115
Cc1cc(-c2nnc(SCC(=O)Nc3ccc(Cl)cn3)n2N)n[nH]1,95,-2,-10,12,-7,1.3,-10,-1,94
CC(=O)NNC(=O)c1sc(=S)n2c1[nH]c(=O)c1sccc12,97,-9,-1,-50,-17,0.1,-11,7,88
O=C(O)c1ccc(OC2CSC2)cc1,101,2,-3,16,0,-0.3,-7,1,105
Cc1ccc(-n2c(C)n[nH]c2=S)cc1,106,4,-8,-4,-4,0.3,-6,30*,103
CCCCC#Cc1ccc2c(c1)COc1c3ccccc3nn1-2,99,6,nt,22,-2,-1.0,nt,nt,107
CCOC(=O)c1c(C)nn(Cc2cccc(Cl)c2)c1N,91,-9,-8,15,12,-0.5,-5,-1,89
CCO[C@@H]1OC(C(N)=O)=C[C@H](c2cn(C(C)=O)c3ccccc23)[C@H]1CCCO,99,4,-19,39,-7,0.2,-12,8,99
COc1cc(O)oc1C=Nc1ccccc1,102,1,0,41,26,0.1,-5,9,106
c1ccc(-c2csc3ncnc(N4CCOCC4)c23)cc1,101,-7,-18,-17,-4,-1.3,-13,-2,89
COC(=O)Cc1c(C)c2c(O)cc(C)cc2oc1=O,94,-2,1,12,9,0.5,2,0,95
O=C(N/N=C/c1ccoc1)c1ccc([N+](=O)[O-])cc1,103,1,-4,42,6,nt,1,5,104
# (more compounds)
SMILES,MEKK3 PB1 HTS,MEKK2 mut-MEK5,DNA FID counter,PHOSPHO1 block,NALP1 inh,OXTR agonist,GPR7 antag,M18AAP inhibitor,MEKK2wt PB1 HTS
O=C(O)CSc1nc2c(c(=O)[nH]1)CCCC2,100,0,3,14,-9,0.3,-3,-3,99
CCC1CCCCN1Cc1ccc(N)cc1 (stereo unspecified),104,11,-2,-6,6,1.8,-15,2,108
COc1ccccc1OCCNC(=O)Nc1ccc(Br)cc1,102,0,-8,47,12,1.5,-10,-12,96
CC1(C)CC(=O)C2=C(C1)NC(=O)CC2c1ccccc1F (stereo unspecified),113,5,-1,9,-4,-0.8,-19,1,112
O=C(O)CC/C(=N/Nc1ncc(C(F)(F)F)cc1Cl)C(=O)O,99,-2,-13,46,15,-1.1,-6,9,99
CCCCSc1nc(C)[nH]c1[N+](=O)[O-],96,-4,-1,17,-3,0.4,-7,4,102
O=C(CSc1ncccn1)Nc1ccc(S(=O)(=O)N2CCCCC2)cc1,103,5,-14,19,7,1.4,-7,5,105
CCn1ccnc1CN(C)C(=O)c1cc(COc2ccc(OC)c3ccccc23)on1,104,6,-11,43,16,5.2,-8,-3,112
O=C(N/N=C/c1cccs1)c1n[nH]c2c1CCC2,101,11,-1,-19,18,-1.0,8,4,98
O=C(Nc1nnc(S(=O)(=O)Nc2ccccc2)s1)c1ccccc1Cl,100,4,-14,6,18,0.7,-2,-3,101
COc1ccc(C2C(C(C)=O)=C(O)C(=O)N2c2nccs2)c(OC)c1 (stereo unspecified),118,2,-9,17,16,-0.2,5,-3,108
Cc1ccc(C(=O)C2CCN(CC(=O)NC3CCCCC3)CC2)cc1,96,5,7,-4,-5,-0.8,-1,2,99
O=C(OCc1cccc(F)c1)c1ccc2c(c1)-c1ccccc1C2=O,105,6,-1,17,-51,1.1,-4,4,109

# Structural class, the compounds so far with a furan ring, fused or not
SMILES,MEKK3 PB1 HTS,MEKK2 mut-MEK5,DNA FID counter,PHOSPHO1 block,NALP1 inh,OXTR agonist,GPR7 antag,M18AAP inhibitor,MEKK2wt PB1 HTS
CN1CCN(C(=S)c2ccc(-c3cc(Cl)ccc3Cl)o2)CC1,111,11,-2,28,10,-2.0,2,-2,113
N#Cc1sc2nc3c(c(-c4ccco4)c2c1N)CCCC3,nt,nt,-4,81*,-1,-1.6,8,1,nt
CC(c1ccco1)N(C(=O)c1ccc(C(F)(F)F)cc1)c1ccccn1 (stereo unspecified),100,1,-11,40,13,-1.9,-15,7,101
Cc1ccc(NC(=O)c2ccco2)c(NC(=O)CN2C(=O)c3ccccc3C2=O)c1,103,4,-5,0,34,-1.9,-3,-7,102
COc1c(Br)cc2c(C)c(C(=O)O)oc2c1Br,96,-1,-10,5,22,0.2,-9,1,99
C/C(=N\NC(=O)c1c([N+](=O)[O-])c(C)nn1C)c1ccc(NC(=O)c2ccc(C)o2)cc1,104,7,-27,-31,18,-0.2,-21,0,110
COc1ccc(/C=N/NC(=O)c2ccco2)cc1Cn1nc(C)cc1C,95,3,-17,-5,15,0.1,-4,-6,102
COc1cc(O)oc1C=Nc1ccccc1,102,1,0,41,26,0.1,-5,9,106
O=C(N/N=C/c1ccoc1)c1ccc([N+](=O)[O-])cc1,103,1,-4,42,6,nt,1,5,104
